# Furin inhibitor – inhibitors of human furin | P09958 | purified furin, fluorogenic substrate cleavage | inhibition, % at 30 µM | actives 0.061% (n = 220,000) | AID 463115; in the data active = inhibition above about 25%; note: inactives centre near -15
# NCF1 inh – inhibitors of human p47phox binding | p47phox/p22phox peptide binding, fluorescence polarization, 2 h | inhibition, % at 24.7 µM | AID 1274 | P14598 | actives 0.53% (n = 220,000);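 active = inhibition above about 30%, limit read from the data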;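 note: 0% = p47phox with labelled peptide and 100% = labelled peptide alone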
# Target sequence (P14598 whole entry, looked up): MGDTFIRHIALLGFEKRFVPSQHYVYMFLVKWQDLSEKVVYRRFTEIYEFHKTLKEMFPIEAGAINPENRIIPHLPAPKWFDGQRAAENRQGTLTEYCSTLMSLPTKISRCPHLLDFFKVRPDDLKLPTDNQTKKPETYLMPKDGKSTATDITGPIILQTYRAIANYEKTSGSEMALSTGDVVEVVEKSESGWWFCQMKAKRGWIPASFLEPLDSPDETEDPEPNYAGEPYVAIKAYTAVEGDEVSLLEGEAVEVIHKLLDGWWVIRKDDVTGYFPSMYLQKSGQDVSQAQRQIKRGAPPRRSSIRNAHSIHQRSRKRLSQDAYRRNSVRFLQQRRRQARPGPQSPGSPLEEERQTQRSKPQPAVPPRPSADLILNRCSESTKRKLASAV
# TbHK1 inh – T. brucei hexokinase 1 inhibition; actives 0.11% (n = 220,000); recombinant TbHK1, G6PDH-coupled NADH A340; inhibition, % at 10 µM;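 active = inhibition of 50% or more in the single-dose primary screen; inactive = inhibition below 50%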
# Ba/F3 V617F tox – reduce viability of Ba/F3 cells dependent on JAK2V617F; Ba/F3 EpoR-JAK2V617F viability, ATP luminescence; inhibition, % at 5.6 µM; actives 1.1% (n = 220,000);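 active = inhibition above the campaign mean plus 3 SD over all tested compounds, cut at about 24% in these data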;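 note: cytokine-independent growth of Ba/F3 cells driven by EpoR plus mutant JAK2; 0% = DMSO-treated cells and 100% = JAK inhibitor I control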
# p97 inhibitor – blocks human p97 ATPase activity; P55072; recombinant p97 ATPase, Kinase-Glo ATP luminescence, 3 h; inhibition, % at 8 µM; actives 0.42% (n = 220,000); AID 1481; in the data active = inhibition above about 15%;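 note: 0% = DMSO vehicle and 100% = wells lacking enzyme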
# PGE2 EP2 inh – inhibitors of human EP2 prostaglandin E2 receptor | P43116 | C6 glioma cells expressing human EP2, cAMP TR-FRET; cells stimulated with saturating PGE2 | inhibition, % at 25 µM | actives 0.52% (n = 260,000) | AID 1422;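 active = percent inhibition above 40 after rounding to a whole number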;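 note: rat C6 glioma host cells with rolipram phosphodiesterase inhibitor present; the protocol text gives 20 µM as final concentration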
# Target sequence (P43116 whole entry, looked up): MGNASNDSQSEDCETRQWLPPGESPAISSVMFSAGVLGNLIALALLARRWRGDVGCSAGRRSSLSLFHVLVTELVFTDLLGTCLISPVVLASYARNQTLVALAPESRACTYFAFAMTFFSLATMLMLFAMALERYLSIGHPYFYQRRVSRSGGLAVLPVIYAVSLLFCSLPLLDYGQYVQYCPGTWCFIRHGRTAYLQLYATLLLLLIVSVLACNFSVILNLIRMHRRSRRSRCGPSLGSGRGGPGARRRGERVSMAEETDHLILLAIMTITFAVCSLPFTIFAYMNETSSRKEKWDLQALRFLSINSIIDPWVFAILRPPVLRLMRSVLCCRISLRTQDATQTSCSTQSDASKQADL
# RBBP9 inh – blocks human serine hydrolase RBBP9. recombinant RBBP9, FP-Rh probe fluorescence polarization. inhibition, % at 7.94 µM. O75884. actives 0.2% (n = 220,000);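 active = inhibition above the campaign mean of all tested compounds plus 3 SD, cut at about 14% in these data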;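 note: plate controls were DMSO wells with RBBP9 for no effect and wells lacking RBBP9 protein for full effect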
# Target sequence (O75884 whole entry, looked up): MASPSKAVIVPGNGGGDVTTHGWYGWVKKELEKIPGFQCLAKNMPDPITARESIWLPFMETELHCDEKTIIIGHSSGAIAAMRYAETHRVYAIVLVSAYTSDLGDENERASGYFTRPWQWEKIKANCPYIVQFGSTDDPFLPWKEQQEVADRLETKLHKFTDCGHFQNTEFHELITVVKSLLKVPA
#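 Test system: recombinant human RBBP9. Quantity: 2.5 µM RBBP9 dispensing solution, before mixing. Detection: FP readout at 525/598 nm. Reagent: Serine-hydrolase probe FP-Rh, 375 nM pre-mixing. Measure: % inhibition. Control set: DMSO-treated enzyme wells and wells lacking RBBP9. Buffer or medium: Tris-NaCl-Pluronic buffer, pH 8.0. Times: preincubation 30 min plus labeling 45 min at 25 °C.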
# PPC-1+TRAIL kill – kills PPC-1 cancer cells in the presence of TRAIL | AID 1443 | cell killing (% activity), % at 4 µM | actives 0.41% (n = 220,000) | PPC-1 cells + TRAIL, ATPLite viability luminescence;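 active = cell killing above 50% in the first pass at 4 µM, then a duplicate retest at 5 µM averaging 50% or more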;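 note: plate controls were cells with TRAIL plus DMSO for no effect and medium-only wells lacking cells for full effect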
# BaF3 parental – parental Ba/F3 viability inhibition as JAK2V617F counter-screen. actives 1.1% (n = 220,000). CellTiter-Glo ATP luminescence. inhibition, % at 5.6 µM. AID 1486;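 active = inhibition above a per-campaign cutoff, the mean inhibition of all tested compounds plus 3 SD, cut at about 27% in these data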;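 note: 0% = DMSO wells and 100% = JAK Inhibitor I control wells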
# * hit, by the source's call; x = not tested or not shown; & = joins results of further samples; [ ] = dose if it differs, or a comment. Some of the compounds tested; rates above refer to the full screens.
# The first four entries, ahead of the listing:
no.	SMILES	Furin inhibitor	NCF1 inh	TbHK1 inh	Ba/F3 V617F tox	p97 inhibitor	PGE2 EP2 inh	RBBP9 inh	PPC-1+TRAIL kill	BaF3 parental
1	O=C(Nc1ccccc1)OC1CN=C(N[N+](=O)[O-])NC1 (centres undefined)	-6	1	-5	-1	12	2	-2	7	6
2	O=C1NC(c2cc3ccccc3nc2Cl)Nc2ccccc21 (centres undefined)	-17	19	-10	3	0	12	-8	9	2
3	O=c1c2ccccc2nc(-c2ccco2)n1-c1ccccc1	-14[20 µM]	0	-18	1	-2	-3	0	27	5
4	CCc1ccccc1N1C(=O)CC(=O)NC1=O	-4	2	11	5	-3	11	-6	-17	1

# The listing, from the start:
no.	SMILES	Furin inhibitor	NCF1 inh	TbHK1 inh	Ba/F3 V617F tox	p97 inhibitor	PGE2 EP2 inh	RBBP9 inh	PPC-1+TRAIL kill	BaF3 parental
1	O=C(Nc1ccccc1)OC1CN=C(N[N+](=O)[O-])NC1 (centres undefined)	-6	1	-5	-1	12	2	-2	7	6
2	O=C1NC(c2cc3ccccc3nc2Cl)Nc2ccccc21 (centres undefined)	-17	19	-10	3	0	12	-8	9	2
3	O=c1c2ccccc2nc(-c2ccco2)n1-c1ccccc1	-14[20 µM]	0	-18	1	-2	-3	0	27	5
4	CCc1ccccc1N1C(=O)CC(=O)NC1=O	-4	2	11	5	-3	11	-6	-17	1
5	CC(=O)Nc1nnc(CCN(CCc2nnc(NC(C)=O)s2)[N+](=O)[O-])s1	-10	-5	-5	-3	4	9	6	18	2
6	O=c1c2ccccc2nc(/C=C/c2ccc([N+](=O)[O-])o2)n1-c1ccc(O)cc1	-17	-13	-9	3	5	11	-8	3	3
7	CC1CCCCN1C(=O)c1ccc(N2CC3CC(C2)c2cccc(=O)n2C3)c([N+](=O)[O-])c1 (centres undefined)	-15	-4	29	-6	4	8	-5	-16	3
8	c1ccc(-c2nnc(C3CC(c4cccnc4)=NO3)o2)cc1 (centres undefined)	-21	0	-9	x	x	27	x	18	x
9	C#CCOc1ccc2c(c1)c(C(C)=O)c(C)n2Cc1ccccc1	-19	1	-6	1	-5	3	-1	-3	1
10	O=C(c1cccs1)C1CN2CCC1CC2 (centres undefined)	-12[20 µM]	4	-3	0	5	14	0	11	-3
11	CCOP(=O)(OCC)Oc1cc(C)c(N(C)C)c(C)c1	-22	-8	-2	1	-6	2	0	-1	1
12	COc1ccc2[nH]c(C)c(CCNCc3cc(OC)c(OC)c(OC)c3)c2c1	-20	-5	-5	3	4	15	-1	24	7
13	Cc1[nH]c2c(Cl)cccc2c1CCN	-16[20 µM]	x	4	3	-4	12	-2	12	10
14	O=C(C(=O)N1CCC2(CC1)OCCO2)c1c[nH]c2ccccc12	-18	-4	-16	2	1	6	-1	-3	9
15	Clc1ccc(N2CCNCC2)nn1	-23	-2	1	-4	2	4	-12	9	-1
16	CN(C)c1ccc(-[n+]2c(-c3ccccc3)cc(-c3ccccc3)cc2-c2ccccc2)cc1	-24	-10	-1	101*	3	7	1	44[5 µM]	94*
17	Cc1ccc(N(C)C(=O)Oc2cccc3ccc(C)nc23)cc1	-26[20 µM]	3	-6	0	-2	2	-1	1	4
18	Cc1cccc(C)c1NC(=O)CN(C)CC(=O)Nc1ccc(C#N)c(Cl)c1	-18[20 µM]	-4	-5	-2	1	23	-8	19	2
19	Cn1c(O)c(N=Nc2ccc(S(=O)(=O)N3CCOCC3)cc2)c(=O)n(C)c1=O	-4	-4	-16	-1	4	8	1	-5	6
20	CCCCn1c(O)c(C(C)=NCCc2c[nH]c3ccccc23)c(=O)[nH]c1=O	-10	-8	-5	2	4	9	3	-3	-1
21	CCOP(=O)(C#CC(C)(C)C)C1(O)CCCCC1 (centres undefined)	-20	-4	0	-3	2	12	-2	-4	2
22	O=P(O)(Oc1ccccc1)OC(c1ccccc1)C(F)(F)F (centres undefined)	-37	-10	1	-3	1	7	2	x	2
23	CCC(C)n1c(O)c(C=NC(C)c2ccccc2)c(=O)[nH]c1=S (centres undefined)	5	-7	-56	-1	-1	7	16*	-18	-2
24	CCN1CCN(Cc2ccc(C)cc2C)CC1	-22	3	-3	-3	4	7	-3	16	2
25	Cc1nc2c(=O)n(C)c(=O)nc-2n(C)n1	-19[20 µM]	0	14	99*	31*	34	-7	66*[5 µM]	101*
26	CSc1ccc(C(=O)C2CCCN(C)C2)cc1 (centres undefined)	-8	4	-16	2	3	9	-6	20	0
27	CC1(C)C(=O)C=C[C@]2(C)[C@H]3CC[C@@]4(C)[C@H](c5ccoc5)OC(=O)[C@H]5O[C@]54[C@]3(C)[C@H](O)C[C@@H]12	-13	-6	-5	-3	8	x	-5	12	-2
28	Cc1ccc(CC2C(=O)N(C)C(=O)N(C)C2=O)s1	-23[20 µM]	-7	-4	-4	0	4	-6	32	1
29	COc1cccc(N2C(=O)NC(=O)/C(=C/c3ccc4c5c(cccc35)CC4)C2=O)c1	-23	-20	-14	-2	6	5	-5	9	9
30	C=CCn1c(O)c(C(C)=Nc2ccc(N(CC)CC)cc2)c(=O)[nH]c1=O	-23[20 µM]	0	-7	-2	1	4	2	18	4
31	COc1ccc(CC(=O)Nc2ccc3c(C(F)(F)F)cc(=O)oc3c2)cc1OC	-7	0	10	0	6	13	-8	0	6
32	Cc1cccnc1-n1c(-c2ccco2)nc2ccccc2c1=O	-17	1	-19	1	4	12	-11	18	-1
33	C/C(=N/OC(=O)N(C)C)c1ncc(C(F)(F)F)cc1N1CCOCC1	-5[20 µM]	-13	-4	5	-5	15	-4	22	9
34	O=C(Cn1ncc2c3ccccc3n(Cc3cccc(Cl)c3)c2c1=O)N1CCC2(CC1)OCCO2	-13	-62	4	2	1	16	-2	44	12
35	Cc1cc(N)n(C2CCN(C)CC2)n1	-8	-19	-2	-4	0	9	3	-16	-1
36	O=c1c2ccccc2nc(CN2CCOCC2)n1-c1ccccc1F	-11[20 µM]	-13	-1	-6	4	9	3	10	1
37	C#CCN1CCN(c2ccc(F)cc2)CC1	-16	-8	0	1	4	8	-2	24	5
38	S=P(Nn1cnnc1)(c1ccc(Br)cc1)c1ccc(Br)cc1	-23	-7	-1	-1	1	9	-7	38	7
39	O=C(C1CC(c2ccc(F)cc2)=NO1)N1CCC2(CC1)OCCO2 (centres undefined)	-14[20 µM]	-14	4	-4	1	2	-7	-13	-1
40	Cn1c(O)c(C=NCCOc2ccc(Cl)cc2)c(=O)n(C)c1=O	-14	6	1	-3	4	9	-10	15	-2

# Some entries already given, limited to PGE2 EP2 inh, p97 inhibitor and NCF1 inh:
cpd | SMILES | PGE2 EP2 inh | p97 inhibitor | NCF1 inh
39 | O=C(C1CC(c2ccc(F)cc2)=NO1)N1CCC2(CC1)OCCO2 (centres undefined) | 2 | 1 | -14
36 | O=c1c2ccccc2nc(CN2CCOCC2)n1-c1ccccc1F | 9 | 4 | -13
34 | O=C(Cn1ncc2c3ccccc3n(Cc3cccc(Cl)c3)c2c1=O)N1CCC2(CC1)OCCO2 | 16 | 1 | -62

# Continuation.
no.	SMILES	Furin inhibitor	NCF1 inh	TbHK1 inh	Ba/F3 V617F tox	p97 inhibitor	PGE2 EP2 inh	RBBP9 inh	PPC-1+TRAIL kill	BaF3 parental
41	O=C(Nc1ccc(Cl)cc1)O/N=C(\c1ccccc1)c1ccccn1	-27[20 µM]	-4	-9	-3	1	10	-10	5	-1
42	CCN1CCN(Cc2cc(Br)ccc2O)CC1	-23[20 µM]	-187	-9	5	-1	3	0	22	6
43	CSC(=Nc1ccccc1)c1c(O)n(C)c(=O)n(C)c1=O	-14	10	4	-4	4	16	9	5	1
44	Cn1cnc([N+](=O)[O-])c1Sc1ccc([N+](=O)[O-])cc1	1	4	-21	5	6	6	2	-6	5
45	CC1Oc2cc3c(-c4c(O)cc(O)c5c(O)c6c(cc45)OC(C)C(C)C6=O)c(O)cc(O)c3c(O)c2C(=O)C1C (centres undefined)	4	-12	-34	96*	8	16&13	14	13	35*
46	O=c1[nH]c(O)c(C=NC2CCCCC2)c(=O)[nH]1	-8	-6	-2	-2	2	12	-7	-4	-1
47	C=CCOC(=O)COc1cc(C)cc2oc(=O)c3c(c12)CCC3	-27[20 µM]	-1	-1	1	2	16	3	-11	3
48	O=[N+]([O-])c1ccc(N2CCCCCC2)c2ncccc12	3	6	-3	1	-3	9	-3	12	0
49	Cc1ccccc1NC(=O)NCCN1CC1	-18	-7	13	3	-1	2	1	-9	2
50	CCOP(=O)(Cc1cc(C#N)oc1C)OCC	-6	-6	6	2	-3	6	-1	36	5
51	COCCOC(=O)c1c(N)n(Cc2ccc(OC)cc2)c2nc3ccccc3nc12	-11	-9	-24	-1	13	7	-7	-4	1
52	O=c1[nH]c(=O)n(C2CCCCC2)c(O)c1/C=C/C=Nc1ccccc1	-10	-256	-18	-6	5	6	-8	4	-1
53	CC(C)Cc1[nH]c(=O)c(C#N)c2c1CCC2	-49	-9	-19	-4	2	20	-2	2	1
54	Cc1ccc2c(c1)=C/C(=C\c1c(O)[nH]c(=O)[nH]c1=O)C(=O)N=2	-12	-7	-12	1	1	17	-12	7	1
55	COc1ccc(/C=C/C(=O)c2c(O)n(CCC3=CCCCC3)c(=O)[nH]c2=O)cc1	3	-34	-9	-3	6	6	-1	20	4
56	COc1ccc(C)cc1NC(=O)c1c(C)nn(Cc2ccccc2)c1Cl	-14	-5	-2	-1	-3	8	-3	7	4
57	CN(C(=O)Oc1ccc(Cl)c2cccnc12)c1ccccc1	1	-1	30	1	2	13	5	2	6
58	CNS(=O)(=O)c1ccc(N=Cc2c(O)n(-c3ccccc3)c(=O)[nH]c2=O)cc1	22	-4	-29	2	0	4	-7	-6	4
59	CCCCNC(=O)c1c(N)n(CCCOC)c2nc3ccccc3nc12	-23	-26	-17	1	22*	3	-7	23	4
60	Cc1ccc(-c2cc(C(F)F)n3ncc(C(=O)N4CCC5(CC4)OCCO5)c3n2)cc1	-16[20 µM]	-6	-26	0	3	11	6	22	3
61	Fc1cccc(F)c1CN1CCN(Cc2c(F)cccc2F)CC1	-22	-8	-10	1	2	20	-1	-17	-1
62	Cc1cc(C)cc(N2C(=O)NC(=O)/C(=C/c3cccn3-c3ccc(Cl)cc3)C2=O)c1	6	-73	18	0	3	18	0	36	6
63	COC(=O)C(O)(c1ccc(NC(=S)NC(=O)c2ccc(Cl)cc2Cl)c(C)c1)C(F)(F)F (centres undefined)	-12	-17	-3	0	-3	13	-10	2	5
64	O=[N+]([O-])c1cc(-n2cnnn2)c(O)c([N+](=O)[O-])c1	0	-12	-35	1	5	11	-10	0	-1
65	CC(C)n1c(=O)c(C=Nc2ccc(Cl)cc2)c(O)n(Cc2ccco2)c1=O	-6	-144	-17	2	-5	8	-15	12	12
66	COc1ccc(NC(=O)N2CCC3(CC2)OCCO3)c(OC)c1	-24	3	-9	-2	6	9	-8	-6	-1
67	O=C1CC(C(=O)N2CCC3(CC2)OCCO3)CN1CCc1ccccc1 (centres undefined)	-22	-11	-1	-1	3	17	-2	15	4
68	COc1ccc(C(=O)N2CCCC2=O)cc1	-19	-4	4	-4	6	10&13&8	9	3	3
69	Cc1onc(-c2c(Cl)cccc2Cl)c1/C(N)=N/OC(=O)N(C)C	-20	-11	0	-1	6	8	-5	26	0
70	O=CC(Cl)P(=O)(N1CCOCC1)N1CCOCC1 (centres undefined)	-21	-10	-6	-1	6	5	4	-17	-4
71	CCOC(=O)C(O)(c1ccc(N(CC)C(=O)OC)cc1)C(F)(F)F (centres undefined)	-14[20 µM]	3	-3	-5	2	10	7	-1	0

# Screens: PubChem, several laboratories
